# Compound activity from PubChem BioAssay.
# IDE inh – inhibitors of human insulin-degrading enzyme in cells; HEK cells, FAbetaB cleavage, fluorescence polarization; actives 0.41% (n = 320,000); P14735; inhibition, % at 5.59 µM;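 active = percent inhibition above the average of all tested compounds plus 3 SD, set per screening campaign, cut at about 16% in these data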;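 note: IDE supplied by intact live HEK cells; FP after avidin binding of uncleaved biotin substrate so inhibition keeps polarization high; 0% = DMSO wells and 100% = 60 µM reference IDE inhibitor Ii1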
# VIM-2 inh – inhibitors of Pseudomonas aeruginosa VIM-2 metallo-beta-lactamase | purified VIM-2, nitrocefin hydrolysis, epi-absorbance fluorescence | inhibition, % at 5.6 µM | actives 0.89% (n = 290,000);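 active = inhibition above the mean of all tested compounds plus 3 SD, cutoff set per screening run, cut at about 7.5% in these data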;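 note: red hydrolysis product quenches plate fluorescence so inhibitors raise well fluorescence; 0% = enzyme with DMSO and 100% = DMSO without enzyme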
# UBC9 SUMO inh – blocks human SUMOylation mediated by UBC9. P63279. HTRF SUMOylation assay, SAE1/SAE2 + UBC9, in vitro. inhibition, % at 35 µM. actives 0.36% (n = 290,000). AID 2006; in the data active = inhibition above about 50%, passing the limit was not always enough; note: strong numbers were not always called active
# Target sequence (P63279 whole entry, looked up): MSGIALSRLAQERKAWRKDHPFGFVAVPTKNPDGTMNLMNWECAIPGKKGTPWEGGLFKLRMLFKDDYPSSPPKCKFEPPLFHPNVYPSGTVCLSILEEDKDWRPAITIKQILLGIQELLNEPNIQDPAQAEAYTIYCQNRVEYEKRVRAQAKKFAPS
# NS3 helicase inh – HCV NS3 helicase inhibition; actives 0.56% (n = 290,000); NS3 helicase DNA unwinding, Cy5 molecular beacon fluorescence; inhibition, % at 10.9 µM;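 active = inhibition above the mean of all tested compounds plus 3 SD, set per campaign, cut at about 35% in these data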;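 note: 0% = DMSO wells and 100% = thioflavine S control wells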
#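 test system = hepatitis C virus NS3 helicase domain fragment enzyme | reagent = annealed dual-labelled DNA beacon duplex, ATP-started | times = 1 h at 25 °C | detection = Cy5 fluorescence, 0 and 60 min reads | read-out basis = percent inhibition from t60/t0 fluorescence ratio | control set = DMSO and thioflavine S | replication = one well per compound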
# p-CIP stab down – p/CIP protein destabilization. actives 0.01% (n = 290,000). Q05BA5. F442A p/CIP-EGFP cells, EGFP fluorescence, 16 h. AID 1984. decrease of EGFP signal, % at 10 µM;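 active = EGFP signal decrease of at least 30% at 10 µM or well 3 SD below plate mean, unless failing retest; inactive = the rest, including hits failing retest or dose response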; note: some compounds called inactive have numbers as strong as hits; many of its hits are not listed in these tables
# GalR3 antagonist – blocks the human galanin receptor 3. O60755. HEK293 GalR3-CNG cAMP membrane potential fluorescence; galR3 body fused to GalR1 C-terminus. inhibition, % at 3 µM. actives 0.44% (n = 360,000). AID 651719;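 active = inhibition above the screen-wide average plus 3 SD, cut at about 13% in these data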;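 note: forskolin and galanin both at EC90 stimulate the cells; cAMP rise reported by CNG channel membrane potential dye signal; 0% = forskolin plus galanin with DMSO and 100% = forskolin alone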
# Target sequence (O60755 1-299 limits assumed): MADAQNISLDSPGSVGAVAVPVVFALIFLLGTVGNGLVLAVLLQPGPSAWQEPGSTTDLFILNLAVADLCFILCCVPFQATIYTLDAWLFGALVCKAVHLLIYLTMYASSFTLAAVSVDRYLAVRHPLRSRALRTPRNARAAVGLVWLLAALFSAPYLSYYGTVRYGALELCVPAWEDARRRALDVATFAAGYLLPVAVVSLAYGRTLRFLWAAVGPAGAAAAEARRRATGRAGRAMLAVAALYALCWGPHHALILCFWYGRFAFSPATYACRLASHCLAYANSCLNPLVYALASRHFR
# IDE cell activ – activators of human insulin-degrading enzyme in cells. P14735. HEK cells, FAbeta-B cleavage, fluorescence polarization; 0% vehicle, 100% cell-free pure enzyme wells. activation, % at 5.96 µM. actives 0.073% (n = 340,000);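 active = activation above the mean of all tested compounds plus 3 SD, set per screening campaign, cut at about 17% in these data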
# IMP-1 inh – blocks Pseudomonas aeruginosa IMP-1 metallo-beta-lactamase | inhibition, % at 5.6 µM | purified IMP-1, nitrocefin hydrolysis, epi-absorbance fluorescence | actives 0.45% (n = 290,000);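 active = inhibition above the mean plus 3 SD of all compounds in the same screening run, cut at about 4.5% in these data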;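 note: 0% = IMP-1 with DMSO and 100% = DMSO wells lacking enzyme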
#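 System: Purified recombinant IMP-1 metallo-beta-lactamase enzyme | Measured by: Fluorescence quenching readout, ex 480/em 530 nm | Replication: Singlicate | Incubation: 15 min preincubation plus 25 min reaction at 25 °C | Evaluation: Percent inhibition from optical density relative to buffer-blank wells | Benchmarks: DMSO with and without IMP-1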
# CRFBP-R2 block – CRF-BP/CRF-R2 complex antagonism | HEK293 CRF-R2/CRF-BP, CRF-induced calcium fluorescence | actives 0.59% (n = 350,000) | inhibition, % at 11.8 µM;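 active = inhibition of the ligand-induced calcium signal above about 50% at the single tested concentration, limit read from the data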
# * hit, by the source's call; x = no result given. Rows are unselected. About 3.2% of those tested had a hit in this group.
SMILES,IDE inh,VIM-2 inh,UBC9 SUMO inh,NS3 helicase inh,p-CIP stab down,GalR3 antagonist,IDE cell activ,IMP-1 inh,CRFBP-R2 block
CC(C)NC(=O)C(Sc1ccccc1)c1ccccc1 (stereo not given),6.7,0.9,6.1,-1.9,-6.5,-3.9,4.1,-1.1,-47.0
COCCNC(=O)CN1CCC(NC(=O)Nc2ccc(C(F)(F)F)cc2)CC1,-0.9,-3.0,0.2,-3.7,-12.9,-5.2,0.1,-3.0,-6.5
Cc1ccc(S(=O)(=O)NC(C(=O)Oc2ccc3c(C)c(Cl)c(=O)oc3c2)c2ccccc2)cc1 (stereo not given),5.5,1.3,47.1,-0.1,0.4,-10.3,4.0,-1.1,-42.7
Cc1noc(C)c1S(=O)(=O)Nc1ccc(C(=O)N2CCCCC2)cc1,-3.0,-1.4,12.8,-2.0,-2.2,-5.2,3.1,-0.5,12.1
COc1ccc(C(=O)NCc2ccon2)cc1OC1CCN(C(C)C)CC1,2.6,-6.1,-9.1,10.8,3.9,-3.9,8.0,-2.1,-11.5
N#C/C(=C\c1c[nH]c2ccccc12)C(=O)NC1CC1,2.7,-0.8,9.5,-7.0,8.7,-8.1,0.1,0.6,0.8
Cc1nn(-c2ccccc2)c(C)c1NC(=O)c1ccc(S(=O)(=O)N2CCCC2)cc1,-3.8,-0.7,26.0,1.8,-0.7,-11.7,-8.4,-3.9,3.4
Cc1cc(C=C2C(=O)c3ccccc3C2=O)c(C)n1-c1ccc(C(=O)O)cc1,4.0,1.6,-0.4,-1.9,-4.1,-3.5,-1.3,-0.3,13.3
COc1cc(/C=N\NC(=O)Cn2nnc3ccccc32)cc(OC)c1OC,4.0,-0.6,-8.7,-5.8,-1.4,1.8,1.2,-1.7,13.2
O=C1CC(NCc2ccccc2)C(=O)N1c1ccc(F)cc1 (stereo not given),x,0.2,16.1,-4.7,-7.5,9.4,x,-1.0,17.3
OC1(c2ccc(F)cc2)CCN(Cc2cccnc2)CC1,-4.0,1.0,13.1,6.4,-4.8,-8.1,1.0,-0.3,4.9
O=C(C1CCN(S(=O)(=O)c2cccnc2)CC1)N1CCN(c2ccc(Cl)cc2)CC1,11.2,0.4,7.7,-0.7,-7.1,-7.2,-18.7,-0.6,10.2
CC(=O)c1c(C)[nH]c(C(=O)OCC(=O)NCC(C)C)c1C,-1.0,-1.9,4.6,8.9,8.0,-4.6,7.3,-0.2,-7.0
COc1ccccc1NC(=O)c1cc(OC)c(OC)cc1[N+](=O)[O-],3.5,-1.6,-1.6,3.3,-0.3,-2.5,0.6,-0.9,3.6
CC(=O)n1cc([C@H]2C=C(C(=O)Nc3ccccc3)O[C@@H](OCCCCO)C2)c2ccccc21,1.5,0.3,3.0,-22.3,2.6,-8.0,-5.3,-0.2,5.5
O=C(CN1C(=O)NC2(CCOc3ccccc32)C1=O)Nc1ccc2c(c1)OCCO2 (stereo not given),4.3,-3.6,-2.1,-1.1,-8.7,-3.6,2.6,-2.0,1.4
COCCN(C)Cc1nc(C(c2ccccc2)c2ccccc2)no1,-7.9,-1.0,12.9,-10.6,-4.6,-8.7,-0.5,-1.2,16.3
COC(=O)Cc1ccc(NC(=S)NCc2ccccc2OC)cc1,3.8,-3.3,13.2,-1.7,-5.1,-2.7,-0.6,-3.9,2.0
COc1ccccc1C(=O)NCCC(=O)NCCc1ccccc1,-0.3,-2.9,6.7,-4.0,4.1,-1.4,3.7,-3.0,5.9
CC(C)(C)c1ccc(-c2cc(-c3ccccc3O)[nH]n2)cc1,4.2,-2.7,-3.9,-7.7,-2.5,-3.8,9.5,-1.0,-2.7
O=C(COC(=O)Cc1ccsc1)Nc1ccccc1,2.1,-3.9,11.1,-17.7,-7.5,-4.1,2.7,-1.4,1.3
CCOc1ccc(C2C(C#N)=C(N)SC(N)=C2C#N)cc1OCC,10.2,x,-3.5,x,-13.7,3.5,-13.3,x,-27.9
COc1ccccc1CCNC(=O)Nc1cccc([N+](=O)[O-])c1,14.7,1.1,7.8,9.4,-13.3,-6.9,-1.2,-0.1,28.5
C/C(=C\C#N)n1nc(C)cc1N,1.9,-1.0,-14.8,-5.6,-3.4,-3.3,2.6,-3.7,-26.4
Cc1ccccc1N1CCN(C2CCCN(C(=O)c3cc[n+]([O-])cc3)C2)CC1 (stereo not given),2.2,-1.2,1.1,-4.0,5.3,-0.5,-3.7,-1.9,0.8
CCOc1ccc(NC(=O)CC2C(=O)N(C)C(=S)N2Cc2ccc3c(c2)OCO3)cc1 (stereo not given),2.4,-2.8,-6.1,0.9,5.4,-0.1,0.8,-1.8,-15.0
COc1ccc(C(CC(=O)NCc2ccccc2)C(C)C)cc1 (stereo not given),-5.3,-3.2,7.4,-2.7,-2.1,-6.8,-2.2,-1.8,-9.3
CCOC(=O)N1CCC(NC(=O)c2cc(COc3ccc(F)cc3Cl)on2)CC1,3.3,-0.7,0.6,-3.2,-15.8,-2.8,-1.6,-2.2,19.7
OC(CN1CCOCC1)CN(c1ccccc1)c1ccccc1 (stereo not given),3.1,-3.1,14.7,-5.3,-2.2,-7.2,-1.1,-0.8,16.9
COc1ccccc1CNC(=O)[C@H](C)N1C(=O)N2CCc3c([nH]c4ccccc34)[C@@]2(C)C1=O,1.1,-1.8,-4.7,-23.3,-11.3,0.9,6.8,-2.1,-6.9

# Individual results from the results shown:
# Reading for CCOc1ccc(NC(=O)CC2C(=O)N(C)C(=S)N2Cc2ccc3c(c2)OCO3)cc1 (stereo not given) in VIM-2 inh: -2.8
# Reading for COC(=O)Cc1ccc(NC(=S)NCc2ccccc2OC)cc1 in UBC9 SUMO inh: 13.2
# Reading for COc1ccccc1CCNC(=O)Nc1cccc([N+](=O)[O-])c1 in IDE cell activ: -1.2
# Reading for COc1ccc(C(CC(=O)NCc2ccccc2)C(C)C)cc1 (stereo not given) in CRFBP-R2 block: -9.3
# Reading for CCOC(=O)N1CCC(NC(=O)c2cc(COc3ccc(F)cc3Cl)on2)CC1 in VIM-2 inh: -0.7
# Reading for C/C(=C\C#N)n1nc(C)cc1N in NS3 helicase inh: -5.6
# Reading for COc1ccccc1C(=O)NCCC(=O)NCCc1ccccc1 in UBC9 SUMO inh: 6.7

# Other structures follow.
SMILES,IDE inh,VIM-2 inh,UBC9 SUMO inh,NS3 helicase inh,p-CIP stab down,GalR3 antagonist,IDE cell activ,IMP-1 inh,CRFBP-R2 block
COC(=O)CS(=O)(=O)c1nnc([C@H](Cc2ccccc2)NC(=O)OC(C)(C)C)o1,-1.3,-3.6,8.5,17.0,-11.9,-2.2,-3.3,0.1,21.2
CCOC(=O)c1ccc(NC(=O)CSc2nccn2C)cc1,-0.8,1.5,7.7,-8.3,-6.9,-2.3,-0.6,-1.1,20.3
O=C(COC(=O)c1cc[n+]([O-])cc1)Nc1ccc(Cl)cc1[N+](=O)[O-],-0.1,-3.5,8.3,-1.8,0.4,-8.6,2.0,-3.0,35.5
COc1cccc(-c2csc(N3CCN(C(=S)Nc4ccccc4Cl)CC3)n2)c1,1.9,-0.1,-18.0,-13.4,-3.8,-5.6,-5.0,-2.1,9.1
CCN(CC(=O)Nc1c(F)cccc1F)C(=O)c1ccc(Cl)c(S(=O)(=O)N2CCCCC2)c1,1.5,-0.2,19.3,0.5,9.0,-0.6,1.7,-1.4,4.8
NC(=O)COC(=O)c1sc2ccccc2c1Cl,4.8,0.3,2.0,6.0,6.6,-5.4,5.5,-1.6,12.9
Cc1ccc(NC(=S)NNC(=S)Nc2cccc(C(F)(F)F)c2)cc1,3.2,-2.0,-8.3,-14.3,3.8,-3.8,-7.3,-3.9,-19.1
CCOC(=O)C1CCCN(C(=O)c2ccc3c(c2)N(Cc2ccccc2)C(=O)c2ccccc2S3=O)C1 (stereo not given),1.3,-3.5,-10.4,-3.4,-4.6,-2.4,-0.3,-1.9,3.8
Cc1cc(/C=C2/SC(=O)N(CC(=O)N3CCCC3)C2=O)ccc1N1CCOCC1,13.5,-1.0,8.4,2.3,-6.8,-2.4,0.4,-1.4,4.4
O=C(CCc1ccccc1)n1nc(-c2ccco2)nc1SCc1ccccc1,x,-2.2,8.2,21.9,-0.4,-0.8,4.3,-5.3,-20.0
CCOc1ccc(S(=O)(=O)N2CCCCC2)c2ccccc12,3.4,-2.1,14.0,-4.4,4.0,-1.7,3.0,-2.0,15.3
CC(CCN1CCN=C1Nc1ccccc1)c1ccccc1 (stereo not given),0.6,-2.7,2.3,3.5,-5.6,-4.4,5.6,-2.4,1.8
CC1CN(S(=O)(=O)c2cccc(C(F)(F)F)c2)CN1C(=O)N1CCOCC1 (stereo not given),-0.5,-1.9,17.9,-5.3,-19.0,-8.8,-1.2,-1.8,2.5
Cc1ccc(-c2csc3nc[nH]c(=S)c23)cc1C,21.8*,-5.2,-5.8,-8.3,27.4,-9.7,-9.0,-1.7,-29.9
COCCC(=O)N1CCC(Oc2ccc(C(=O)NCCc3ccccn3)cc2)CC1,3.9,0.7,11.0,-3.2,-6.1,-2.4,0.5,-1.9,18.6

# Three compounds from above, ordered by length of the SMILES, ascending.
SMILES,IDE inh,VIM-2 inh,UBC9 SUMO inh,NS3 helicase inh,p-CIP stab down,GalR3 antagonist,IDE cell activ,IMP-1 inh,CRFBP-R2 block
NC(=O)COC(=O)c1sc2ccccc2c1Cl,4.8,0.3,2.0,6.0,6.6,-5.4,5.5,-1.6,12.9
CCN(CC(=O)Nc1c(F)cccc1F)C(=O)c1ccc(Cl)c(S(=O)(=O)N2CCCCC2)c1,1.5,-0.2,19.3,0.5,9.0,-0.6,1.7,-1.4,4.8
CCOC(=O)C1CCCN(C(=O)c2ccc3c(c2)N(Cc2ccccc2)C(=O)c2ccccc2S3=O)C1 (stereo not given),1.3,-3.5,-10.4,-3.4,-4.6,-2.4,-0.3,-1.9,3.8

# (listing goes on)
SMILES,IDE inh,VIM-2 inh,UBC9 SUMO inh,NS3 helicase inh,p-CIP stab down,GalR3 antagonist,IDE cell activ,IMP-1 inh,CRFBP-R2 block
CN(C)CCCNC(=S)N1CCn2c(nc3ccccc32)C1,3.1,-2.3,-2.9,-8.1,3.6,-3.7,-3.1,-1.7,7.6
OC1CCCN(Cc2ccc3c(c2)Cc2ccccc2-3)C1 (stereo not given),-1.5,-1.0,-13.2,-4.0,0.8,-7.8,5.2,0.2,-2.2
CCCCCCCCC(=O)NNC(=O)c1c(O)c2ccccc2n(CCC)c1=O,-2.0,0.1,-15.8,2.5,-4.9,-5.0,-5.1,-2.4,6.1
O=C1C(=O)c2c(C(=O)c3ccccc3)coc2-c2ccccc21,10.9,1.9,23.2,16.4,-10.9,-9.3,-1.2,1.5,-9.7
COCc1[nH]nc2c1C(c1cccc(OC)c1)C(C#N)=C(N)O2 (stereo not given),3.8,-0.4,14.7,-0.7,-5.3,-3.5,-8.1,-3.2,-8.6
CCOC(=O)C1=C(C)NC(=S)NC1C (stereo not given),-1.1,-3.5,15.9,14.6,0.1,12.6,-1.9,-2.7,14.9
CN(C)c1nc(C(F)(F)F)cc(=O)[nH]1,-1.3,-3.5,-2.4,7.0,-7.6,-4.8,5.3,-2.1,16.7
Cc1ccc(C2(CC(=O)O)CCOC(C)(C)C2)cc1 (stereo not given),4.5,-3.1,2.9,5.5,1.8,-3.1,-3.5,-3.4,-13.8
